CSN deneddyl inh: CSN deneddylation inhibition; Q92905; Purified CSN, SCF-Nedd8-OG deneddylation, fluorescence polarization; inhibition, % at 12.5 µM; 360,000 tested, 0.38% active;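 active means pattern-corrected inhibition above about 35%, with an unprinted fluorescence ratio check between 0.5 and 1.5, limit read from the data, passing the limit was not always enough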;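 further: 0% = enzyme with substrate and 100% = substrate without enzyme; some results filed as inactive read as strong as hits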
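assay system = purified human Csn5 enzyme expressed in HEK293T cells | amount = 0.24 nM enzyme | buffer or medium = Tris/NaCl/DTT buffer, pH 7.5 | reagent = 10 nM SCFSkp2-Nedd8OG | compound = one concentration, 12.5 µM, 0.25% DMSO | times = 90 min reaction at room temperature | signal = FP | read-out basis = % inhibition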
Neddyl block: inhibitors of human cullin neddylation; TR-FRET cullin neddylation, biochemical; calls only at 25 µM; 360,000 tested, 0.58% active; in the data active means inhibition above about 36%
FAS-TE inh: FAS thioesterase (human) inhibition | AID 602261 | 360,000 tested, 0.67% active | recombinant FAS-TE, OMFH fluorogenic substrate, fluorescence endpoint | inhibition, % at 15 µM | P49327;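 active means compounds whose normalised, plate-corrected inhibition of enzyme fluorescence in the single-dose primary screen is 50% or more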;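 further: 0% = DMSO with enzyme and 100% = substrate without enzyme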
Target sequence (P49327 whole entry, looked up): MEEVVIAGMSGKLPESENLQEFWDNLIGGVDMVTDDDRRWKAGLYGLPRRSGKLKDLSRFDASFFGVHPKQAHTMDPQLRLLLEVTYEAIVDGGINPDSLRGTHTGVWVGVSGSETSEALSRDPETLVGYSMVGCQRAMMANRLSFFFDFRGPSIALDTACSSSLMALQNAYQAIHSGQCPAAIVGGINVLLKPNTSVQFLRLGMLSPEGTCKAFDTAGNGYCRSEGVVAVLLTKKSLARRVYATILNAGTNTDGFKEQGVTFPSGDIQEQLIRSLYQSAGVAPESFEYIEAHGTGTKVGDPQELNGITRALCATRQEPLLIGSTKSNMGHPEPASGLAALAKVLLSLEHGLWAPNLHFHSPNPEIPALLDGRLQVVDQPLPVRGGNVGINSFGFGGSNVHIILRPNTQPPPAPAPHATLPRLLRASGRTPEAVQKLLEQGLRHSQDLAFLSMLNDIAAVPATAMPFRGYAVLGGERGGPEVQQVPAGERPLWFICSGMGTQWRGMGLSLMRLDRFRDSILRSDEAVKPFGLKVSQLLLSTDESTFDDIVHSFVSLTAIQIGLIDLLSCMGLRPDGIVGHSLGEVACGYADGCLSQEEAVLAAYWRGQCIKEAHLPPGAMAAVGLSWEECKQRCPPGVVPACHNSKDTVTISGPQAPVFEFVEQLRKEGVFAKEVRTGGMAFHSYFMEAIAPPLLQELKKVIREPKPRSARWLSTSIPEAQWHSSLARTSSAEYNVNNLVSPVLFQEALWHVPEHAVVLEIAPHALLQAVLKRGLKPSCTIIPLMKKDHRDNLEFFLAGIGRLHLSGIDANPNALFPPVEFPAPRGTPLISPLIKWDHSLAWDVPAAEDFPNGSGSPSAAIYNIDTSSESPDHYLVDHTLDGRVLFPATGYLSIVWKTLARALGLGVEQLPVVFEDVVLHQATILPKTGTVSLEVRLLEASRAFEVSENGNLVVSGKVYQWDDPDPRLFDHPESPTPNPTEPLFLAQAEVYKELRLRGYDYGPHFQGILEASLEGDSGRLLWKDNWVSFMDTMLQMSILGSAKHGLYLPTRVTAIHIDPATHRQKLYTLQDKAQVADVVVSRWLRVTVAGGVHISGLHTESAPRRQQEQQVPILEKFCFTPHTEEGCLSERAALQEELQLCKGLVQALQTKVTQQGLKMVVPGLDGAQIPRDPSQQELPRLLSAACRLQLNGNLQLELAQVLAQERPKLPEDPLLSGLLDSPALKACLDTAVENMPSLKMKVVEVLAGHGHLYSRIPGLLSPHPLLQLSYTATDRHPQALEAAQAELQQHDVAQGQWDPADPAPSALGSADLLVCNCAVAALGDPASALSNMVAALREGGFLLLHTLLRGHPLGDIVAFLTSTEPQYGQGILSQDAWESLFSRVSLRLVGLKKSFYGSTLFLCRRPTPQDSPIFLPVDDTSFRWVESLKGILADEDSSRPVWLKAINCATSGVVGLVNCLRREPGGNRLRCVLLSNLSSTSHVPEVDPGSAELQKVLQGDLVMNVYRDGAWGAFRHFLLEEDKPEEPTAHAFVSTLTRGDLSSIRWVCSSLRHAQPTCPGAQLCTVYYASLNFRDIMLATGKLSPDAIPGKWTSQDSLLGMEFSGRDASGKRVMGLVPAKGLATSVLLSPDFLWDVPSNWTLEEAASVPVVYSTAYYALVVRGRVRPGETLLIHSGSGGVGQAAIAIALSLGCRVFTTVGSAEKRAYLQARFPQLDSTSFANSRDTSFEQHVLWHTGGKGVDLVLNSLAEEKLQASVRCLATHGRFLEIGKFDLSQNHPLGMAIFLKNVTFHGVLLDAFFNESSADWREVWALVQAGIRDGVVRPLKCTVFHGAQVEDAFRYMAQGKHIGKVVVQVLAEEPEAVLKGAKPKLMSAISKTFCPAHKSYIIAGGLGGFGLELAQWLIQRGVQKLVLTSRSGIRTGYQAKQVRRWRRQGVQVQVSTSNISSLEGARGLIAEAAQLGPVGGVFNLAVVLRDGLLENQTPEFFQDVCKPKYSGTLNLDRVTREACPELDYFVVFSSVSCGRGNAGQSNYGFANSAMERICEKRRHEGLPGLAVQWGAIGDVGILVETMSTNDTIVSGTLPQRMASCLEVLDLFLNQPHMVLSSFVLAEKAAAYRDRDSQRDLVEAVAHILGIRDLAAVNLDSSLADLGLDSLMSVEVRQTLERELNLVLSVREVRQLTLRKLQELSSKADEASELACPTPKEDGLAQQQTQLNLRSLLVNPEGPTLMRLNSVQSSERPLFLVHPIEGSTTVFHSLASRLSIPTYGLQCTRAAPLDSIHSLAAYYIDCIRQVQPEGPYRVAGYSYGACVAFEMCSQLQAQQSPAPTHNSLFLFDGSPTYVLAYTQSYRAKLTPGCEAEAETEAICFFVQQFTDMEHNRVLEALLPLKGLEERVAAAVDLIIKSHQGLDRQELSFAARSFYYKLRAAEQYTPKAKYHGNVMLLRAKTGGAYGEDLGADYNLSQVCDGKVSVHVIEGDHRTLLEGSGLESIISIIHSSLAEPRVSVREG
E coli Lon inh: inhibits E. coli Lon protease | purified E. coli Lon protease, fluorescence polarization | AID 602123 | inhibition, % at 7.94 µM | 360,000 tested, 0.42% active; in the data active means inhibition above about 13%, passing the limit was not always enough;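 further: 0% = enzyme with probe and DMSO and 100% = no enzyme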
MsrA act: activates bovine MsrA enzyme. purified bovine MsrA, absorbance read-out. activation, % at 10.6 µM. 360,000 tested, 0.3% active; in the data active means activation above about 7.5%;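 further: 0% = vehicle and 100% = reference activator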
PABP1 MLLE inh: blocks PAM2 peptide binding to the PABP1 MLLE domain | P11940 | GST-MLLE / FITC-PAM2 fluorescence polarization | inhibition, % at 20 µM | 360,000 tested, 0.36% active; in the data active means inhibition above about 35%, passing the limit was not always enough;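 further: plate controls were DMSO wells with GST-MLLE for no effect and wells lacking GST-MLLE protein for full effect; some results filed as inactive read as strong as hits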
MsrA inh: inhibits bovine methionine sulfoxide reductase A; purified bovine MsrA, absorbance read-out; inhibition, % at 15.5 µM; 360,000 tested, 0.75% active; AID 651718; in the data active means inhibition above about 4.5%;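 further: 0% = vehicle wells with enzyme and 100% = reference inhibitor wells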
TbMetRS inhib: Trypanosoma brucei MetRS inhibition; purified T. brucei MetRS, ATP depletion, Kinase-Glo luminescence; 360,000 tested, 0.4% active; inhibition, % at 11.9 µM;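 active means inhibition above a per-plate cutoff of the control wells' mean inhibition plus 3 SD, cut at about 5.5% in these data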;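 further: 0% = DMSO wells median and 100% = median of wells with control inhibitor compound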
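Test system: purified T. brucei MetRS enzyme. Also added: ATP, methionine and E. coli bulk tRNA substrates. Compound: 11.9 µM single point. Schedule: 15 min enzyme-compound preincubation, 2 h reaction, 10 min detection, 25 °C. Signal: luciferase luminescence of residual ATP, Kinase-Glo. Evaluation: percent inhibition versus plate control medians. Controls: DMSO wells, low control.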
Rin1 Abl inh: blocks binding of human Rin1 to Abl; P00519+Q13671; TR-FRET Rin1/Abl binding, biochemical; inhibition, % at 7.35 µM; 360,000 tested, 0.4% active; in the data active means inhibition above about 5%, passing the limit was not always enough
* = called active by the depositor; i = inactive; nt = no result given. Outcome played no part in choosing rows; any-hit rate near 4%.

SMILES	CSN deneddyl inh	Neddyl block	FAS-TE inh	E coli Lon inh	MsrA act	PABP1 MLLE inh	MsrA inh	TbMetRS inhib	Rin1 Abl inh
Cc1noc(/C=C/c2ccc(-c3ccccc3Cl)o2)c1[N+](=O)[O-]	59.4	i	-144.0	-91.3	1.1	-64.0	nt	1.1	-3.9
c1cncc(-c2nn3c(Cn4cnc5ccccc54)nnc3s2)c1	-0.8	i	-3.9	-4.0	-0.2	22.0	-0.2	0.5	7.0
CC(=O)Oc1ccc2nc(CN3C(=O)c4ccc([N+](=O)[O-])cc4C3=O)oc(=O)c2c1	-1.0	i	-4.5	-5.9	-1.8	7.1	0.0	-0.4	-4.3
CCN(CC)C(=O)N1CCN(S(=O)(=O)c2ccc(C)c(C)c2)CC1	3.2	i	-2.5	9.6	-1.4	7.1	1.0	-1.3	-1.5
CCC(NC(=O)c1ccccc1NC(=O)c1ccco1)C(=O)O (stereo not drawn)	-1.0	i	-9.0	-0.7	-11.1	17.8	-0.6	-1.3	-0.3
COC(=O)c1[nH]c2ccc(C)cc2c1NS(=O)(=O)c1ccc(F)c(C)c1	-0.6	i	-3.3	1.5	-0.9	-6.0	-0.6	0.0	-2.5
CC(Oc1ccc(C(=O)NC2CCCCC2)cc1)C(=O)O (stereo not drawn)	-2.6	i	-3.7	0.5	-2.8	-2.6	-1.3	-0.5	-3.4
O=c1c2cnn(-c3ccccc3)c2ncn1Cc1cccnc1	-1.6	i	-5.8	-0.8	-7.0	15.9	0.1	-0.9	-1.7
CC(C)[C@H](NC(=O)c1cccc(S(=O)(=O)N2CCCC2)c1)c1nc2ccccc2[nH]1	-4.4	i	-8.4	-1.6	-3.4	1.1	0.1	-0.2	1.0
COc1cccc(Nc2nc(C(N)c3ccccc3Cl)cs2)n1 (stereo not drawn)	-1.5	i	-8.6	12.9	-2.7	-58.3	0.3	-0.3	7.6
Cc1ccc(O)c(-c2[nH]ncc2C(=O)c2ccc(Br)cc2)c1	5.6	i	-99.4	-2.9	-11.7	4.1	-0.1	-1.9	1.4
CC(=O)c1cccc(NC(=O)CN(Cc2ccccc2)S(C)(=O)=O)c1	0.1	i	-11.3	-2.6	-9.9	2.9	-0.5	-1.2	1.5
C=C(C)COc1ccc(-c2n[nH]c(C)c2-c2ccc(Br)cc2)c(O)c1	-2.5	i	17.8	6.4	-0.5	-11.3	-0.2	-0.3	-2.3
Cc1cccc(NC(=O)C2CCCN(c3ncnc4c3nc3n4CCCCC3)C2)n1 (stereo not drawn)	0.0	i	4.8	-0.8	-2.0	-5.7	-0.1	0.3	-0.3
CC(NS(=O)(=O)c1ccccc1)C1CC2CCC1C2 (stereo not drawn)	0.0	i	7.7	22.7*	-11.7	-7.5	-0.5	-1.1	2.5
COc1ccc(NC(=O)NC2(C(=O)N3CCCC(C)C3)CCCCC2)cc1 (stereo not drawn)	-3.0	i	-5.1	9.8	-3.5	-2.3	0.6	-0.3	2.1
CCc1c(O)c(-c2ccccc2)c(=O)n(-c2ccccn2)c1-c1ccccc1	-3.5	i	-4.2	4.0	-6.2	4.5	0.1	-0.6	-0.1
O=C(O)c1ccc(-c2noc(-c3ccc(F)cc3)n2)cc1	1.5	i	-15.8	-7.9	-1.5	-3.8	0.2	-0.2	-3.9
O=C(c1cn[nH]c1)c1cc(F)ccc1O	-3.3	i	-8.5	-18.6	-9.8	3.5	-0.7	-1.5	-0.7
COc1cccc(CNC(=O)Cn2c(=O)c3cccn3c3ccccc32)c1	2.8	i	1.3	-8.6	0.1	-12.4	1.1	-0.2	-1.4
COc1ccccc1NC(=S)NC1CCCCCCCCCCC1	5.0	i	17.5	-6.3	-0.8	-124.7	0.1	0.3	0.8
Cc1ccc(N(C(=O)c2ccc(CN3CCOCC3)o2)C(C(=O)NCCC(C)C)c2cccs2)c(C)c1 (stereo not drawn)	-6.5	i	-9.8	-18.5	-7.3	15.0	-1.4	-0.8	3.5
CCOC(=O)C1CCCN(c2c(NCCc3ccc(C)cc3)c(=O)c2=O)C1 (stereo not drawn)	2.1	i	-2.8	-1.6	-4.0	-3.2	0.0	-0.2	-1.1
COc1ccc(NS(=O)(=O)c2ccc3c(c2)N(C(C)=O)CCO3)c(OC)c1	3.9	i	-5.2	1.4	-8.5	-4.7	0.1	-0.6	6.9
COC(=O)c1c(NC(=O)CSc2nc(-c3ccco3)cc(C(F)(F)F)n2)sc2c1CCCC2	0.8	i	23.8	-13.9	-9.7	31.8	0.0	-2.0	-1.1

Following part.
SMILES	CSN deneddyl inh	Neddyl block	FAS-TE inh	E coli Lon inh	MsrA act	PABP1 MLLE inh	MsrA inh	TbMetRS inhib	Rin1 Abl inh
COc1ccc([N+](=O)[O-])cc1NC(=O)c1ccc(Br)s1	3.5	i	35.3	-5.2	-1.9	-0.1	-0.7	-0.4	-1.5
O=C1[C@@H]2[C@H](C(=O)N1CC(O)COCc1ccccc1)C1C=C[C@H]2C1 (stereo partly drawn)	3.2	i	-9.8	-4.2	-9.5	-5.1	0.7	-0.2	-4.7
COc1ccc(Cl)cc1C(=O)Nn1c(-c2cccs2)nc2ccccc2c1=O	-0.1	i	22.3	2.7	-1.4	-24.6	0.7	0.1	1.8
CCN(CC)S(=O)(=O)c1ccc(-n2c(=O)c(C(C)C)c(C)n2C)cc1	-8.9	i	3.3	-2.2	-0.5	-6.7	1.9	0.1	-1.4
Cc1ccc(CS(=O)Cc2ccc(C(=O)N3CCN(c4ccccn4)CC3)o2)cc1 (stereo not drawn)	2.6	i	-3.7	-0.5	-2.3	-7.2	0.3	-0.2	1.9
Cc1ccc(NC(=O)CCS(=O)(=O)c2ccc(Br)s2)cc1	-0.5	i	3.1	2.9	-3.4	4.8	0.2	-0.2	0.1
CN1CCN(Cc2oc(CO)cc(=O)c2O)CC1	1.3	i	-9.2	5.6	-1.9	-6.8	-0.3	-0.1	12.0*
Cc1ccc(OCC(=O)NCCCNC(=O)c2cnccn2)cc1C	-4.9	i	-3.2	3.5	-2.3	-1.7	-0.7	0.0	0.6
O=C(Nc1ncc(Cc2cccc([N+](=O)[O-])c2)s1)c1ccco1	-1.5	i	10.6	3.4	-9.5	-10.9	-1.0	-0.6	0.3
CCN1CCN(S(=O)(=O)c2ccc(C(=O)Nc3sc4c(c3C(N)=O)CCN(CC)C4)cc2)CC1	16.1	i	-16.8	-163.9	-2.5	-118.8	1.6	0.0	-6.5
CC(C)(C)NC(=O)C1CCN(S(=O)(=O)c2cccc3nsnc23)CC1	4.5	i	-2.1	5.2	-5.4	3.0	0.3	-0.5	0.9
COc1ccc2nc(NC(=O)CSC3=NCCS3)sc2c1	4.9	i	-6.0	-9.2	-3.5	31.8	-0.2	-0.8	0.2
CC(=O)NC(C)(c1ccccc1)c1nc(-c2csc3ccccc23)cs1 (stereo not drawn)	-1.2	i	21.1	-7.7	1.3	-5.5	0.6	-0.2	-4.0
CC(C)(C)NC(=O)NC(=O)COC(=O)CCCc1c[nH]c2ccccc12	1.5	i	7.2	4.9	2.6	-14.0	0.5	-0.4	-0.9
O=C(Cc1ccsc1)NCC(=O)Nc1ccc(F)c(F)c1	-0.9	i	1.6	-11.4	-2.9	7.9	-1.7	-0.1	3.9
Cc1ccc2nc(N3CCN(C)CC3)c(C=O)c(=O)n2c1	-16.8	nt	-2.8	63.6*	-2.7	21.3	0.4	-0.7	2.9
O=C1CSC(=Nc2cc(Cl)ccc2Cl)N1	-0.8	i	-7.2	-1.8	1.2	-4.8	nt	-0.2	1.2
COc1cccc(C(NC(C)=O)c2nc(-c3ccc(OC)nc3)cs2)c1 (stereo not drawn)	-0.4	i	1.0	-2.3	-3.7	1.7	-0.3	-0.3	-2.1
O=C(O)CCSc1nnc(COc2ccc([N+](=O)[O-])cc2)n1-c1ccccc1	1.1	i	-2.4	-4.2	-4.9	-90.3	2.3	-0.2	5.0
O=C(COC(=O)/C=C/c1cccc(Br)c1)NCc1ccco1	3.8	i	-0.4	-1.2	-10.7	-16.1	-1.0	-0.6	-1.9
CCCc1c(-c2cccc(Br)c2)ncn1Cc1cccc(-c2ccccc2)c1	5.8	i	nt	nt	nt	nt	-0.9	-0.5	nt
COc1ccc2c(c1)C(CC(C)=O)N(c1ccc(-c3cnc(OC)nc3)cc1)C(c1ccsc1)=C2 (stereo not drawn)	0.1	i	26.0	-3.1	-7.7	nt	1.8	-0.4	nt
O=C(Nc1ccccn1)C1CCCN(c2ncnc3c2nc2n3CCCCC2)C1 (stereo not drawn)	1.5	i	-2.1	7.1	-1.8	5.5	0.4	-0.1	1.5
CC(=O)OCC(=O)[C@@]1(O)[C@H](C)C[C@H]2[C@@H]3CCC4=CC(=O)C=C[C@]4(C)[C@@]3(F)[C@@H](O)C[C@@]21C	-4.5	i	-0.8	-0.7	-3.7	-7.7	0.6	-0.7	2.3
Cn1c(=O)c2[nH]c(NCC3CCCO3)nc2n(-c2ccccc2)c1=O (stereo not drawn)	1.0	i	-2.0	-4.0	-0.8	-6.6	-0.4	-0.5	5.8

One compound at a time, as listed above. Order of values: CSN deneddyl inh	Neddyl block	FAS-TE inh	E coli Lon inh	MsrA act	PABP1 MLLE inh	MsrA inh	TbMetRS inhib	Rin1 Abl inh
O=C(COC(=O)/C=C/c1cccc(Br)c1)NCc1ccco1 is entered as 3.8	i	-0.4	-1.2	-10.7	-16.1	-1.0	-0.6	-1.9
O=c1c2cnn(-c3ccccc3)c2ncn1Cc1cccnc1 is entered as -1.6	i	-5.8	-0.8	-7.0	15.9	0.1	-0.9	-1.7
CC(=O)OCC(=O)[C@@]1(O)[C@H](C)C[C@H]2[C@@H]3CCC4=CC(=O)C=C[C@]4(C)[C@@]3(F)[C@@H](O)C[C@@]21C is entered as -4.5	i	-0.8	-0.7	-3.7	-7.7	0.6	-0.7	2.3

Later entries:
SMILES	CSN deneddyl inh	Neddyl block	FAS-TE inh	E coli Lon inh	MsrA act	PABP1 MLLE inh	MsrA inh	TbMetRS inhib	Rin1 Abl inh
Cc1ccc(-n2c(-c3ccccc3)cc(=O)nc2C)cc1	-4.1	i	-2.3	-1.6	-0.4	-4.2	0.2	-0.7	1.9
Cc1cccc(C)c1NC(=O)CC(NCc1ccco1)C(=O)O (stereo not drawn)	8.0	i	-9.5	3.0	-2.1	-1.1	1.2	-0.3	-2.7
O=[N+]([O-])c1cc(C(F)(F)F)ccc1NCCNC(=S)Nc1ccc(Cl)cc1	1.2	i	33.6	1.9	-10.2	27.4	0.2	0.5	-1.0
O=C(Nc1ccccc1)C1CC(=O)n2ncnc2N1 (stereo not drawn)	-0.1	i	-7.0	-5.1	-1.5	-10.1	-0.2	-0.7	3.4
N#Cc1c(N)c(C#N)c(-c2ccc(O)cc2)c2c1CCCC2	-4.1	i	11.0	-1.4	-2.9	4.5	0.3	-0.8	-1.1
c1cc(OCCCN2CCCCC2)ccc1CN1CCCCC1	3.8	i	-6.1	-12.9	-8.2	8.6	0.1	-1.2	-0.3
CCCS(=O)(=O)NCCc1cc2c(C)ccc(C)c2[nH]c1=O	3.2	i	-4.5	4.9	-7.5	14.4	-0.6	-1.1	1.2
COc1ccc(CCNC(=O)CSc2ccc3ccccc3c2)cc1OC	-2.9	i	5.6	12.6	-2.6	2.1	-0.1	-0.6	-5.1
CN1CCN(CCn2c(=S)[nH]c3ccccc3c2=O)CC1	-1.0	i	-8.1	-5.2	0.1	-3.0	0.3	-0.3	0.2
Cc1ccc(-c2ccc(S(=O)(=O)Nc3cccnc3)cc2)cc1	3.3	i	-1.0	3.1	-8.5	0.7	1.1	-0.7	-0.5
CCc1ccc2[nH]c(=O)c(C(c3nnnn3Cc3ccc(OC)cc3)N3CCOCC3)cc2c1 (stereo not drawn)	1.5	i	-6.6	5.5	-15.1	-2.8	0.2	-1.5	1.9
CN1CCN(c2ncnc3c2[nH]c2ccc(F)cc23)CC1	-2.0	nt	-3.7	-5.4	0.8	20.2	3.1	1.0	0.4
